Tau fibril FP: qHTS for Inhibitors of Tau Fibril Formation, Fluorescence Polarization. Microtubule-associated protein tau (Homo sapiens), P10636. K18 P301L tau heparin fibrillization, Alexa594 FP, 6 h. Potency, µM (doses to about 57.7 µM), inactives show top-dose activity, negative = inhibition, most hits filed as inhibitors. hit rate 0.39% among 280,000. AID 1468, 2008; note: nearly all actives have a fitted effect of over 55% in size
Target sequence (P10636 561-689 P618L limits assumed): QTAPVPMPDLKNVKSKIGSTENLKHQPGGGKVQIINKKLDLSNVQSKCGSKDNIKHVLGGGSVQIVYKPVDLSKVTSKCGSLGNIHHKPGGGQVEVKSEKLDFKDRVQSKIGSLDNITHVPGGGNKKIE
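Steps: dispense K18 P301L tau (15 uM plus 0.24 uM Alexa 594 tracer, final) in pH 7 sodium acetate; add compound; add heparin (20 uM final); incubate 6 hr, 37 C; add ThT (30 uM final); after 1 hr ambient, read FP.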
L3MBTL1 block: qHTS Assay for the Inhibitors of L3MBTL1. AlphaScreen L3MBTL1–H3K9me1 peptide binding. hit rate 0.66% among 230,000. Lethal(3)malignant brain tumor-like protein 1 (Homo sapiens), Q9Y468. Potency, µM (top dose mostly 57.1 µM), for inactives: at the top dose activity, negative = inhibition, hits mostly inhibitors; note: nearly all actives have a fitted effect of over 60% in size
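AlphaScreen assay: L3MBTL1 (50 nM final) was preincubated 30 min at room temperature with biotinylated H3(1-15)K9me1 peptide (75 nM final), then 30 min with library compounds; streptavidin donor and nickel chelate acceptor beads (10 ug/mL final) added, 30 min dark.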
TexasRed fluor: Total Fluorescence Counterscreen for Inhibitors of the Interaction of Thyroid Hormone Receptor and Steroid Receptor Coregulator 2 | hit rate 0.29% among 280,000 | TRb/SRC2 Texas Red total fluorescence interference | Potency, µM (series often up to 106 µM), for inactives: at the top dose fluorescence change, negative = quenching | AID 1479, 2009; active = well fitted curve in either direction with a large enough effect; inconclusive = small, poorly fitted or top-dose-only effect
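Human TRb ligand-binding domain at 0.6 uM with 20 nM Texas Red SRC2 peptide in Tris buffer containing 1 uM T3 and 5% DMSO, incubated with compound 5 h at ambient temperature. Total fluorescence (555/632 nm) calculated as parallel + 2 × perpendicular.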
TRb SRC2 PPI: qHTS for Inhibitors of the Interaction of Thyroid Hormone Receptor and Steroid Receptor Coregulator 2 | TRbeta-SRC2 peptide binding, fluorescence polarization; receptor liganded with 1 µM T3 | Potency, µM (series often up to 106 µM), for the others: at the highest dose activity change, negative = inhibition, most hits filed as inhibitors | hit rate 0.065% among 280,000;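 note: plate controls were bound peptide for no effect and peptide without receptor for full effect; nearly all actives have a fitted effect of over 50% in size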
Target sequence (P10828 whole entry, looked up): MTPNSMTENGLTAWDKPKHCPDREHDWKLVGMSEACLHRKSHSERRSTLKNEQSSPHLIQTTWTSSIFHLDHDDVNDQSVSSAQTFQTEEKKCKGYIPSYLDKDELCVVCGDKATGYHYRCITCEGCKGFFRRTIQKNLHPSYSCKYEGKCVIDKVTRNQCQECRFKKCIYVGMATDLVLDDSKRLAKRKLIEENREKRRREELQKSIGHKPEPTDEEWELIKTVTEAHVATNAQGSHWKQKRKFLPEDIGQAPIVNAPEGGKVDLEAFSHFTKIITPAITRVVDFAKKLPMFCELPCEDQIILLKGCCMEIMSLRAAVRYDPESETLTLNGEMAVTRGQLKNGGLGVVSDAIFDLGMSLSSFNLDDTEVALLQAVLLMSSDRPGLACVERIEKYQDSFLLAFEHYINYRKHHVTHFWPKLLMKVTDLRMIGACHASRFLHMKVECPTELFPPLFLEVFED
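Compounds were added to 0.6 uM TRb ligand-binding domain and 20 nM Texas Red-labeled SRC2 peptide in Tris buffer containing 1 uM T3, incubated 5 hr at ambient temperature, then read by fluorescence polarization.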
aGal spleen mod: qHTS Assay for Inhibitors and Activators of Human alpha-Galactosidase From Spleen Homogenate | Alpha-galactosidase A (Homo sapiens), P06280 | human spleen homogenate, 4MU-alpha-Gal fluorescence, 40 min | Potency, µM (titrated, usually from 80 µM), for inactives: top-dose activity change, negative = inhibition, actives largely listed as inhibitors | hit rate 0.008% among 240,000;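 note: 0% = enzyme with vehicle and -100% = no enzyme basal signal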
Target sequence (P06280 32-429 limits assumed): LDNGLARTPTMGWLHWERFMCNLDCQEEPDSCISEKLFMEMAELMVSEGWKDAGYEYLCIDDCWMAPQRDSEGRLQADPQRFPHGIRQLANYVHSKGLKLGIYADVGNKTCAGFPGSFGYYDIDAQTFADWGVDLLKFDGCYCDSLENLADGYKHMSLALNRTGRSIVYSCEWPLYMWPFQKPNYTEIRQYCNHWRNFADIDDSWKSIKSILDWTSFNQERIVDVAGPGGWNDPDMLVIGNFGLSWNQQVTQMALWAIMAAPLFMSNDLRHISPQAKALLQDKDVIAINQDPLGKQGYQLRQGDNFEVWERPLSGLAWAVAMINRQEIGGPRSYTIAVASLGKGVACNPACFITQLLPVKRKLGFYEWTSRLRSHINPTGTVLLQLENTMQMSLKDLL
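Spleen homogenate 1 ug + cpd (titration) + 4-MU-alpha-D-galactopyranoside 1 mM; 37C 40 min; 50 mM citrate/phosphate pH 5.0, 0.01% Tween-20; stop pH 10; fluorescence 365/440; AC50 via Hill.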
Tau fibril ThT: qHTS for Inhibitors of Tau Fibril Formation, Thioflavin T Binding; Microtubule-associated protein tau (Homo sapiens), P10636; recombinant tau K18 P301L, heparin-induced fibrillization, ThT fluorescence; Potency, µM (titrated, usually from 57.4 µM), for the others: at the top dose activity, negative = inhibition, most hits filed as inhibitors; hit rate 2.1% among 270,000; AID 1460, 2008; note: nearly all actives have a fitted effect of over 55% in size
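Heparin-induced (20 uM) aggregation of recombinant human K18 P301L tau, 15 uM unlabeled with 0.24 uM labeled, pH 7 acetate buffer, 6 hr at 37 C with compound. Fibrils quantified by 30 uM ThT fluorescence after 1 hr ambient incubation.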
Tau fluor cs: Counterscreen qHTS for Inhibitors of Tau Fibril Formation, Fluorescence Polarization; tau K18 P301L (four-repeat tau fragment) Alexa594 fluorescence, heparin fibrillization; hit rate 0.93% among 280,000; Potency, µM (titrated, usually from 57.7 µM), without a hit: top-dose activity change, negative = decrease; AID 1463, 2008; note: nearly all actives have a fitted effect of over 55% in size
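Human K18 P301L tau (15 uM unlabeled plus 0.24 uM Alexa 594-labeled, final) in 100 mM sodium acetate pH 7 was mixed with compound and 20 uM heparin and incubated 6 hr at 37 C.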
ALDH1A1 inh: qHTS Assay for Inhibitors of Aldehyde Dehydrogenase 1 (ALDH1A1). Aldehyde dehydrogenase 1A1 (Homo sapiens), P00352. Purified ALDH1A1, NADH fluorescence, propionaldehyde substrate. Potency, µM (doses to about 75.3 µM), inactives show top-dose activity, negative = inhibition, most hits filed as inhibitors. hit rate 7.3% among 220,000; active = well fitted inhibition curve with a large enough effect, not every such curve was filed as active; inconclusive = small, poorly fitted or top-dose-only effect, or another doubt; inactive = no such curve, though single readings can be large or run the other way;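 note: plate controls were no enzyme wells and a reference inhibitor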
Numbers without * were called inactive; ? = inconclusive; . = not tested or not shown; [ ] = another dose, or the depositor's remark. Unless noted, calls come from the whole dose curve; as a rule, active = well fitted curve in the direction sought with a large enough effect; inconclusive = small, poorly fitted or top-dose-only effect, or another doubt; inactive = no such curve, though single readings can be large; an effect the other way counts as inactive or inconclusive. Unless noted, % is set by controls: 0 for no effect and ±100 for the full control effect; potency is the fitted concentration of half-maximal effect. Random draw from the library. About 8.5% of those tested had a hit in this group.

SMILES	Tau fibril FP	L3MBTL1 block	TexasRed fluor	TRb SRC2 PPI	aGal spleen mod	Tau fibril ThT	Tau fluor cs	ALDH1A1 inh
O=C(COC(=O)CCSc1ccccc1Cl)NCc1ccco1	-1%	-16%[11.4 µM]	-2%	3%	5%	-5%	0%	-1%
CCOc1cc(C(=O)NCc2ccc3c(c2)CCN3C(=O)CC)cc(OCC)c1OCC	9%	.	-3%	-5%	.	-2%	-5%	.
COc1ccc(NC(=O)CCS(=O)(=O)c2ccc(OC)cc2)cc1	4%	0%	2%	-4%	4%	-3%	-2%	2%
C=CC[C@@H]1C=C[C@@H](O/N=C2/[C@H]3O[C@@H]3[C@@H](O)[C@H]3[C@H]2CCn2c(=O)n(-c4ccccc4)c(=O)n23)[C@@H](CO)O1	-3%[11.6 µM]	.	-4%[11.2 µM]	3%[11.2 µM]	10%[17.5 µM]	-5%[11.5 µM]	-6%[11.6 µM]	8%[13.5 µM]
O=C(Nc1ccc(F)cc1F)N1CCN(c2ccc(Cl)c(Cl)c2)CC1	-14%	.	4%	-7%	.	?	?	.
CC(C)Cc1ccc(C#N)c(SCC(N)=O)n1	5%	3%	1%	2%	-4%	-4%	2%	1%
O=P(O)(O)COc1ccccc1P(=O)(c1ccccc1)c1ccccc1	10%	.	2%	-1%	-4%	-3%	3%	?
O=C(Nc1cccc(-c2nc3cccnc3s2)c1)c1cccc(Br)c1	4%	.	-1%	1%	.	?	-30%	.
CCOC(=O)CCNC(=O)c1ccccc1Br	-4%	7%	0%	8%	6%	-4%	-2%	4%
Cc1c([N+](=O)[O-])cc(C(=O)N2CCOCC2)cc1[N+](=O)[O-]	3%	8%	0%	-4%	24%	0%	3%	1%
Cc1sc2nc(SCC(=O)N(CCO)CCO)n(C3CCCCC3)c(=O)c2c1C	-4%	7%	-2%	-3%	5%	0%	0%	-8%
COc1ccccc1N1CCN(S(=O)(=O)c2ccc3c4c(cccc24)C(=O)N3)CC1	-11%	-10%	-2%	5%	3%	?	?	7%
CC(C)=CCN1CCN(Cc2cc(CC(C)C)n[nH]2)CC1CCO (centres undefined)	10%	52%[activator]	-1%	2%	-9%	1%	4%	.
CCN(C(C)=O)N(CC)c1nc(Cl)nc(NC(C)C)n1	-3%	-1%	-1%	-5%	-7%	9%	11%	-3%
CCOc1ccc(N(CC)S(=O)(=O)N2CCCC(C(=O)NCCc3ccc(OC)cc3)C2)cc1 (centres undefined)	4%	.	?	0%	.	-15%	-6%	.
Clc1ccc(-c2cc(CSc3cccc(Cl)c3)on2)cc1	-2%	117%[activator]	-8%	-6%	12%	-15%	-13%	5%
Cc1ccc(C(=O)N2CCCCCC2)cc1Br	8%	8%	1%	-5%	12%	-2%	4%	7%
O=C(CSc1nc2ccccc2o1)NCc1ccco1	-6%	-3%	-5%	-6%	1%	-15%	-2%	-5%
CC(C)(C)c1cc(C(C)(C)C)cc(S(=O)(=O)CCc2ccccn2)c1	3%	.	-2%	-4%	-19%	-10%	-5%	?
Cn1c(=O)c2c(nc(N3CCOCC3)n2CCc2ccccc2)n(C)c1=O	-8%	17%	-3%[53 µM]	6%[53 µM]	9%	-7%	-10%	-7%
NC(=O)c1cc(N=Nc2c(N)[nH]n(-c3c(Cl)cc(Cl)cc3Cl)c2=O)ccc1Cl	-2%	-15%	1%	-6%	-7%	?	-17%	6%
CC(NC(=O)Nc1ccc2c(c1)OCO2)c1ccncc1 (centres undefined)	-2%	3%	-1%	2%	-10%	-8%	-2%	5%
Cc1ccc(NC(=O)CSc2nnc(NC(=O)c3ccco3)s2)cc1	-14%	10%	-2%	-8%	-1%	3%	-1%	6%
CCOc1ccc(N(CC(=O)NCC(C)C)S(C)(=O)=O)cc1	-3%	2%	1%	3%	0%	5%	2%	3%
Cc1ccc(C(=O)NCC(=O)OCC(=O)NCC(F)(F)F)cc1	0%	-2%	-2%	-5%	3%	8%	5%	-8%
Cc1ccc(C(NC(=O)C(C)C)c2cc([N+](=O)[O-])c3cccnc3c2O)cc1 (centres undefined)	8%	25µM*	0%	6%	-24%	?	-16%	-2%
CC(C)NC(=O)CC1OC(=O)c2ccccc21 (centres undefined)	-9%	.	2%	-17%	-3%	-3%	-6%	8%
COc1cn(CC(=O)Nc2cc(C)ccc2C)c(CN2CCCCC2)cc1=O	-6%	.	?	-21%	.	10%	8%	.
CCOC(=O)CNC(=S)N(Cc1cccs1)C1CCCC1	-4%	11%	0%	8%	-1%	1%	0%	?
Cc1ccc(-n2c(=O)[nH]c3cc(C(=O)NCc4ccccc4)ccc3c2=O)cc1	?	.	-2%	-2%	.	1%	-7%	.
Cc1ccc(-c2nnc3ccccc3c2C(=O)Nc2cccc(C(F)(F)F)c2)cc1	-4%	.	1%	-4%	.	-5%	-9%	.
CC(=O)N1c2ccc(S(=O)(=O)NCCC(=O)Nc3ccc(Br)c(C)c3)cc2CC1C (centres undefined)	-10%	.	-1%	2%	.	-11%	-21%	.
CCOCCCN(Cc1cc2cc(C)cc(C)c2[nH]c1=O)C(=O)N(CC)CC	0%	4%	-2%	-12%	3%	-8%	3%	?
Cc1cccc(C)c1NC(=O)Cn1c(=O)n(Cc2ccc(C(=O)NCc3ccco3)cc2)c(=O)c2sccc21	6%	.	?	7%	.	-1%	-8%	.
Cc1[nH]c2ccccc2c1C(c1ccccn1)N1CCC(C(N)=O)CC1 (centres undefined)	-2%	-8%	-7%	-4%	2%	?	?	?
CCOC(=O)Cc1nnc(NC(=O)COc2ccc(OC)cc2)s1	0%	.	-5%	3%	8%	?	-16%	-11%
CCn1c(SCC(N)=O)nnc1-c1ccc(S(=O)(=O)N2CCN(C)CC2)cc1	-4%	-7%	-1%	-6%	3%	-9%	0%	?
Cc1ccc(C)c(CSc2nc3ccncc3n2CC(=O)Nc2ccc(N(C)C)cc2)c1	?	.	1%	1%	.	?	10µM*[quencher]	.
COc1ccccc1N1CCN(CC(=O)c2c(C)n(C)c3ccccc23)CC1	-5%	1%	-1%	-5%	3%	-5%	-2%	?
COc1cc(-c2nnco2)cc(OC)c1OC	?	-10%	0%	0%	6%	-9%	-11%	8%
Cc1ccc(S(=O)(=O)N(C)c2ccc(OCC(=O)NC3=NCCS3)cc2)cc1	-15%	4%	-2%	-1%	-4%	-5%	-15%	-4%
CCOC(=O)c1ccc(N=NN(C)C)cc1	4%	4%	1%	-11%	-4%	?	-5%	.
COc1cc(NC(=O)c2ccc3snnc3c2)cc(OC)c1	-12%	5%	-1%	5%	-8%	-11%	-13%	.
CCOC(=O)C1=C(CN2CCC(C)CC2)NC(=O)NC1c1ccc(Cl)cc1 (centres undefined)	5%	-1%	2%	-1%	-1%	-19%	-3%	-4%
CN1CCN(C2(CNC(=O)c3ccc([N+](=O)[O-])cc3)CCCCC2)CC1	7%	.	?	-11%	.	-10%	-9%	.
CCCOC(=O)c1ccc(Oc2cn[nH]c2-c2ccc(O)cc2O)cc1	?	-11%	1%	6%	-3%	?	5µM*[quencher]	?
CCC(=O)NCCN1CCN(C(=O)CC)CC1	1%	-6%	0%	6%	5%	1%	6%	-4%
O=C(NC(=S)NNC(=O)c1cccs1)c1ccc(Br)o1	2%	.	-1%	-5%	1%	?	-11%	?
Cc1ccc(CC(=O)Nc2cccc(C)n2)cc1	2%	10%[11.4 µM]	-4%	-2%	0%	-2%	-9%	6%
CCOC(=O)C1=C(N)n2c(s/c(=C\c3cccnc3)c2=O)=C(C(=O)OCC)C1c1cccnc1 (centres undefined)	0%	-2%	2%	4%	11%	-19%	-5%	6%

(listing goes on)
SMILES	Tau fibril FP	L3MBTL1 block	TexasRed fluor	TRb SRC2 PPI	aGal spleen mod	Tau fibril ThT	Tau fluor cs	ALDH1A1 inh
CCOc1ccc2cc(C(=O)c3ccccc3)c(=O)oc2c1	3%	-8%	-1%	9%	3%	2%	0%	?
CCn1cc2nc(SCC(=O)Nc3ccc(OC)c(OC)c3)n(Cc3ccc(Cl)cc3)c(=O)c2n1	2%	.	2%	-3%	.	?	?	.
CCOC(=O)C1(C)C=C(Nc2ccc(OC)cc2)C(=O)N1c1ccccc1 (centres undefined)	-6%	.	-1%	0%	.	?	?	.
CC(=O)Nc1cccc(NC(=O)CSc2nccn2C2CCCC2)c1	-5%	.	-5%	-3%	.	7%	5%	.
CCOC(=O)c1sc(NC(=O)CSc2nc3c(c(=O)n2-c2ccc(C)cc2)SCC3)c(C(=O)OCC)c1C	2%	-11%	-3%	6%	-10%	-3%	-8%	9.5µM*
Cn1c(=O)c2cc(C(=O)NCCCN3CCN(c4cccc(Cl)c4)CC3)sc2c2ccccc21	1%	.	1%	2%	.	-6%	-13%	.

Filtered by structure, the compounds so far with fluorine.
SMILES	Tau fibril FP	L3MBTL1 block	TexasRed fluor	TRb SRC2 PPI	aGal spleen mod	Tau fibril ThT	Tau fluor cs	ALDH1A1 inh
O=C(Nc1ccc(F)cc1F)N1CCN(c2ccc(Cl)c(Cl)c2)CC1	-14%	.	4%	-7%	.	?	?	.
Cc1ccc(C(=O)NCC(=O)OCC(=O)NCC(F)(F)F)cc1	0%	-2%	-2%	-5%	3%	8%	5%	-8%
Cc1ccc(-c2nnc3ccccc3c2C(=O)Nc2cccc(C(F)(F)F)c2)cc1	-4%	.	1%	-4%	.	-5%	-9%	.
